Source: PubChem BioAssay
RPL19A-GFP yeast = modulators of TOR pathway RPL19A-GFP in S. cerevisiae. S. cerevisiae RPL19A-GFP strain, flow cytometry, 3 h; stronger effect = lower value. percent response vs DMSO, % at 10 µM. hit rate 0.3% among 330,000. AID 2025;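 active = percent response vs DMSO below 50%; inconclusive = fewer than 70 events counted for the yeast strain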;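 note: median channel GFP fluorescence of the barcoded RPL19A-GFP strain; ratio of sample median GFP to plate DMSO average so 100% = DMSO; lower means less RPL19A-GFP as with rapamycin TOR inhibition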
CIT2 TOR yeast = yeast TOR pathway CIT2-GFP modulation | S. cerevisiae CIT2-GFP strain, flow cytometry, 3 h; 100 means same as DMSO wells | GFP response vs DMSO, % at 10 µM | hit rate 0.065% among 320,000 | AID 2029;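 active = GFP response relative to DMSO above a set limit, near the screen mean plus 3 SD, cut at about 150% in these data; inconclusive = Fewer than 70 cells measured for a yeast strain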;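 note: ratio of well median GFP fluorescence to mean of DMSO wells on the plate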
MEP2 TOR yeast = alters MEP2-GFP fluorescence in TOR pathway yeast screen. S. cerevisiae MEP2-GFP strain, flow cytometry GFP, 3 h; 100% = DMSO control level. GFP response vs DMSO, % at 10 µM. hit rate 0.51% among 330,000. AID 2016;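 active = GFP response versus DMSO above a set limit, roughly screen mean plus 3 SD, cut at about 180% in these data; inconclusive = fewer than 70 cells counted for a yeast strain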;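 note: median GFP fluorescence of the barcode-gated MEP2-GFP cells per well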
Yeast superoxide = lowers age-related superoxide in aged yeast cells. S. cerevisiae aged cells, superoxide DHE fluorescence; stronger effect = lower value. superoxide response (% of plate mean), % at 10 µM. hit rate 0.18% among 330,000;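 active = superoxide response under a set limit, about three screen SD below normal, cut at about 65% in these data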;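 note: yeast aged for seven days with compound at 30 °C before DHE staining; 100% = average MFI of all compound-treated wells on the plate with controls excluded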
VLA-4 inh = inhibition in a human VLA-4 binding assay. inhibition, % (about 7 µM as worked out from the volumes in the protocol). hit rate 0.2% among 330,000. AID 2557. VLA-4 expressing cells, ligand binding flow cytometry; in the data active = inhibition above about 50%
Target sequence (P13612 whole entry, looked up): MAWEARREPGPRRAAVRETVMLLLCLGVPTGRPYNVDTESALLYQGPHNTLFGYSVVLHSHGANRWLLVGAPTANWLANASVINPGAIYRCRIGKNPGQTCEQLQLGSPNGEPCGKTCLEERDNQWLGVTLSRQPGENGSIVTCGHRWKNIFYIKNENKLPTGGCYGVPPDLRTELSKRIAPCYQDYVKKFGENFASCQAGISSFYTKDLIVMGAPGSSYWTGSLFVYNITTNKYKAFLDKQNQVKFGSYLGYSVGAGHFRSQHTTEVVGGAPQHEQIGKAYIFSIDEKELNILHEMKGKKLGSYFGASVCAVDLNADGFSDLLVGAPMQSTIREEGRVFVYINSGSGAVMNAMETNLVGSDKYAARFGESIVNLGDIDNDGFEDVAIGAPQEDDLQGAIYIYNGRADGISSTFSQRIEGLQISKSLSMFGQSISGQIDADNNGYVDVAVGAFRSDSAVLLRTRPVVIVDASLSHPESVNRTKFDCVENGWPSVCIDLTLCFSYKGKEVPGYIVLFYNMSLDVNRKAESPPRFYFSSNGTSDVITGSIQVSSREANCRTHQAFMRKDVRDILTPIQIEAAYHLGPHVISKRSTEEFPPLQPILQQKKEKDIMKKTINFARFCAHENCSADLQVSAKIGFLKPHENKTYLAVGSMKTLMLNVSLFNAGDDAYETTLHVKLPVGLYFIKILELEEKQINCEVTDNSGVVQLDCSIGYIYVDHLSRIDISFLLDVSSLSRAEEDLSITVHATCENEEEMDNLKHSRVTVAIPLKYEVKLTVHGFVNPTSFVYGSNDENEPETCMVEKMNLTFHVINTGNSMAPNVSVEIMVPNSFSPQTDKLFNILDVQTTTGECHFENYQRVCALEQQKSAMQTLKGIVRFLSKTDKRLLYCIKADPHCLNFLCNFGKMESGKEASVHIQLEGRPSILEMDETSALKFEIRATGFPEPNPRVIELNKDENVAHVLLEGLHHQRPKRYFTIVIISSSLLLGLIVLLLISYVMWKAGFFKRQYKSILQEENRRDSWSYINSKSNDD
GRK2 aptamer HTS = human GRK2 inhibition via aptamer displacement; inhibition of aptamer binding, % at 10 µM; P25098; hit rate 0.59% among 330,000; bead flow cytometry, FAM-aptamer displacement from GRK2;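 active = inhibition of aptamer binding above 40%, roughly 3 SD of noise, on plates passing a quality check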;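 note: median bead fluorescence of bound FAM aptamer so fluorescent compounds give negative values; no value below 0 was filed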
LAP4-GFP MLPCN = alters LAP4-GFP fluorescence in TOR pathway yeast screen; S. cerevisiae LAP4-GFP multiplex, flow cytometry GFP, 3 h; median GFP as percent of DMSO wells; GFP response vs DMSO, % at 10 µM; hit rate 0.34% among 320,000; AID 2023;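 active = GFP response vs DMSO above a set limit, about the screen mean plus 3 SD, cut at about 150% in these data; inconclusive = under 70 cell events counted for the yeast strain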
AGP1-GFP MLPCN = yeast TOR pathway AGP1-GFP modulation | S. cerevisiae AGP1-GFP multiplex flow cytometry, 3 h; GFP as percent of DMSO wells | GFP response vs DMSO, % at 10 µM | hit rate 0.02% among 320,000 | AID 2066;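 active = GFP response relative to DMSO above a set limit, near screen average plus 3 SD, cut at about 150% in these data; inconclusive = fewer than 70 cells counted for the yeast strain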;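 note: median GFP channel fluorescence of the gated AGP1 strain per well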
Active calls of the source: *; ? = inconclusive.

SMILES | RPL19A-GFP yeast | CIT2 TOR yeast | MEP2 TOR yeast | Yeast superoxide | VLA-4 inh | GRK2 aptamer HTS | LAP4-GFP MLPCN | AGP1-GFP MLPCN
Cc1cnc(NC(=O)c2ccc(F)c(S(=O)(=O)N3CCOCC3)c2)s1 | 96 | 91 | 89 | 103 | 19 | 1 | 87 | 95
NC(=O)COc1ccc(C23CC4CC(CC(C4)C2)C3)cc1 | 98 | 94 | 94 | 100 | 5 | 0 | 90 | 87
CC(=O)Nc1ncc(Cc2cccc(Cl)c2Cl)s1 | 99 | 110 | 108 | 91 | 4 | 0 | 86 | 90
CCC(C)c1ccc(C(C)NC(=S)NCc2ccc(F)cc2)cc1 (stereo not drawn) | ? | ? | ? | 98 | 13 | 2 | ? | ?
COc1ccc(NS(=O)(=O)c2ccc3c(c2)CCC(=O)N3)c(OC)c1 | 102 | 98 | 97 | 145 | 7 | 1 | 96 | 100
CCOC(=O)N1CCN(CC(=O)Nc2ccc(C)cc2)CC1 | 97 | 98 | 98 | 93 | 8 | 2 | 95 | 102
CCOC(=O)Cn1c(=O)n(Cc2ccc(C)cc2)c(=O)c2cccnc21 | 113 | 108 | 111 | 96 | 10 | 9 | 115 | 106
N/C(=N\O)c1cn(Cc2ccccc2Cl)c2ccccc12 | 96 | 106 | 108 | 109 | -2 | 8 | 104 | 101
COc1cc(/C=N/NC(=O)c2cccc(NC(=O)c3ccccc3C)c2)ccc1O | 104 | 117 | 107 | 95 | -8 | 0 | 76 | 104
OCCC1CN(Cc2ccon2)CCN1CCc1ccccc1 (stereo not drawn) | 103 | 102 | 98 | 97 | -6 | 4 | 99 | 106
C=CCOc1c(Br)cc(/C=C2\SC(=Nc3ccccc3)NC2=O)cc1OC | 102 | 103 | 105 | 104 | -3 | 1 | 98 | 97
Cc1ccc(C)c(N(CC(=O)NC2CCCC2)C(=O)c2cc3cc4cccc(C)c4nc3s2)c1 | 95 | 99 | 97 | 105 | 15 | 1 | 99 | 106
Cc1nnc(SC(C)C#N)n1-c1ccccc1 (stereo not drawn) | 96 | 100 | 100 | 94 | -9 | 0 | 95 | 100
Cc1ccc(-n2cc(CN(C)Cc3nccn3C)c(-c3cccc(C)c3)n2)cc1 | 97 | 94 | 95 | 97 | 5 | 0 | 99 | 105
COc1cc(OC)cc(N(C(=O)CNC(=O)c2cccs2)C(C(=O)NCC2CCCO2)c2ccc(OC)c(OC)c2)c1 (stereo not drawn) | 93 | 91 | 105 | 100 | 1 | 3 | 109 | 99
Cc1cc([N+](=O)[O-])ccc1NC(=O)Cc1ccc(F)cc1 | 101 | 97 | 96 | 105 | 26 | 0 | 95 | 98
COc1cc(C)nc(N2CCCC(C(=O)Nc3ccccc3Br)C2)n1 (stereo not drawn) | 107 | 106 | 108 | 92 | 23 | 3 | 88 | 96
CN1C(=O)/C(=C/c2ccc(OCc3ccc(F)cc3)cc2)NC1=S | 105 | 110 | 110 | 88 | 0 | 3 | 97 | 100
O=c1cc(-c2ccccc2Cl)oc2c(NS(=O)(=O)c3ccccc3C(F)(F)F)ccc(O)c12 | 96 | 89 | 95 | 105 | 9 | 2 | 121 | 84
CC(C)c1ccc(N=C2NN=C(c3cccs3)CS2)cc1 | 100 | 104 | 92 | 100 | 5 | 0 | 83 | 95
O=C1COc2ccc(C(=O)COC(=O)c3ccco3)cc2N1 | 109 | 109 | 104 | 106 | 9 | 0 | 97 | 98
CN(C)CC/C=C1\c2ccccc2CSc2ccccc21 | 100 | 101 | 100 | 98 | 39 | 0 | 99 | 99
CCC1(CC)C(=O)C2=C3C1[C@H](C(=O)OC)C=C(C(=O)OC)C[C@H]3n1c(=O)n(C)c(=O)n1[C@H]2C (stereo partly drawn) | 98 | 89 | 125 | 102 | 11 | 1 | 106 | 94
COc1ccc(-c2cn3c(C)c(C(=O)NCCN4CCOCC4)sc3n2)cc1 | 96 | 97 | 99 | 96 | -10 | 1 | 100 | 100
CCOC(=O)Cc1csc(NC(=O)COc2cccc(C)c2)n1 | 99 | 90 | 103 | 92 | 9 | 0 | 92 | 94
Cc1ccc(OCc2cc(C(=O)NCc3ccc(OC(F)(F)F)cc3)no2)cn1 | 106 | 107 | 119 | 97 | 5 | 0 | 108 | 100
CCC[C@H]1COCCS(=O)(=O)N1Cc1ccccc1 | 86 | 58 | 89 | 98 | 2 | 0 | 112 | 75
COC(=O)C1Sc2[nH]c(=O)sc2C(c2ccc(Cl)cc2)C1C(=O)OC (stereo not drawn) | 99 | 105 | 102 | 95 | 0 | 4 | 104 | 106
CCN1CCCC1CNCc1cccc(OC)c1OCc1ccc(F)cc1 (stereo not drawn) | 101 | 104 | 99 | 128 | 17 | 0 | 100 | 104
C=CCn1c(SCC(=O)Nc2ccccc2F)nnc1C(C)NC(=O)c1ccccc1F (stereo not drawn) | 92 | 94 | 95 | 94 | 3 | 0 | 103 | 104
CC1CCCN(S(=O)(=O)c2ccc(CN3C(=O)c4cccnc4C3=O)cc2)C1 (stereo not drawn) | 96 | 100 | 108 | 84 | 9 | 6 | 104 | 97
Cc1n[nH]c(C)c1S(=O)(=O)N1CCCC(C(=O)NCc2cccs2)C1 (stereo not drawn) | 94 | 93 | 103 | 102 | 4 | 2 | 89 | 92
O=C(/C=C/c1ccccc1)C1C(=O)c2ccccc2C1=O | 104 | 92 | 108 | 99 | -4 | 1 | 96 | 90
CCOC(=O)C1(CCOc2ccccc2)CCN(Cc2cnc(C)[nH]2)CC1 | 98 | 102 | 104 | 94 | 15 | 1 | 110 | 103
CN1CCN(/C=N/c2c(C#N)cnn2Cc2ccccc2)CC1 | 90 | 79 | 94 | 132 | 0 | 1 | 82 | 93
Cc1cc[n+](CC(=O)N2CCCc3ccccc32)cc1 | 108 | 91 | 95 | 95 | -4 | 0 | 105 | 107
COc1cccc(CN(C)C(=O)c2cc(S(=O)(=O)N3CCN(c4ccccc4)CC3)ccc2Cl)c1 | 93 | 90 | 80 | 98 | -5 | 2 | 84 | 95
COc1ccc(NC(=O)/C=C/c2ccccc2[N+](=O)[O-])c(OC)c1 | 101 | 97 | 102 | 98 | 6 | 5 | 93 | 97
Cn1c(=O)c2c(-c3ccccc3)n(N3CCOCC3)cc2n(C)c1=O | 101 | 96 | 104 | 93 | 32 | 2 | 107 | 101
O=C(NC(=S)NC1CCCCC1)c1ccc(F)cc1 | 101 | 91 | 99 | 86 | -21 | 6 | 98 | 91
Cc1sc2c(=O)n3c(nc2c1C(=O)NCCCN1CCOCC1)CCCCC3 | 105 | 106 | 100 | 97 | 7 | 0 | 95 | 114
CCn1c(CNc2ccc(OC)cc2)nnc1SCC(=O)Nc1ccc(F)cc1 | 100 | 94 | 94 | 85 | 0 | 2 | 99 | 102
CCc1noc(C)c1C(=O)Nc1ncc(C)s1 | 96 | 98 | 103 | 96 | 9 | 0 | 100 | 92
COc1ccc(/C=C(/C#N)S(=O)(=O)c2ccc(C)cc2)cc1 | 98 | 101 | 104 | 102 | 9 | 0 | 92 | 100
OC(CN1CCN(c2cccc(Cl)c2)CC1)c1ccccc1 (stereo not drawn) | 105 | 113 | 106 | 83 | 2 | 0 | 96 | 101
Nc1cc(Cl)ccc1C(=O)OCC(=O)NC1CCCCC1 | 102 | 109 | 104 | 110 | -3 | 0 | 98 | 109
CC(C)c1ccc(NC(=S)N2CCN(Cc3ccccc3)CC2)cc1 | 96 | 91 | 91 | 98 | 4 | 3 | 109 | 98
CCCCN(CC)CCCNC(=O)c1ccc(CS(=O)(=O)c2c(Cl)cccc2Cl)o1 | 94 | 103 | 91 | 95 | -7 | 0 | 88 | 97
CCc1nc2ccc(C(=O)NCCCN3CCN(c4ccccc4F)CC3)cc2nc1CC | 97 | 99 | 101 | 97 | 6 | 0 | 88 | 92
O=C(CN1C(=O)NC2(CCc3ccccc32)C1=O)Nc1ccccc1Cl (stereo not drawn) | 103 | 110 | 107 | 106 | 6 | 0 | 108 | 107
CCC(=O)N1CCc2cc(S(=O)(=O)NCCC(=O)NC3CCCCCC3)ccc21 | 97 | 99 | 106 | 98 | -5 | 0 | 98 | 99
CN(C)c1ccc(C(C(=O)NC2CCCC2)N(C(=O)c2ccco2)C2CC2)cc1 (stereo not drawn) | 97 | 108 | 109 | 106 | 8 | 0 | 102 | 97
COC(=O)Nc1nn(Cc2ccccc2F)cc1Br | 98 | 95 | 92 | 124 | -5 | 0 | 101 | 98
COc1ccc(OC)c(S(=O)(=O)n2c([N+](=O)[O-])cnc2C)c1 | 104 | 107 | 105 | 98 | 2 | 0 | 97 | 103
COc1ccccc1N=C1SC(C(=O)Nc2ccc(F)cc2)CC(=O)N1C (stereo not drawn) | 99 | 101 | 95 | 89 | -4 | 0 | 99 | 105
Cc1ccccc1C(=O)NCC(=O)NNC(=S)NC(=O)c1ccccc1C | 94 | 93 | 99 | 83 | -33 | 4 | 91 | 94
O=C1C2C3C=CC(C3)C2C(=O)N1c1ccccc1OS(=O)(=O)c1ccccc1 (stereo not drawn) | 105 | 94 | 110 | 81 | -30 | 0 | 95 | 102
CCOC(=O)Cn1c(=NC(=O)C(C)C)sc2c(C)cc(C)cc21 | 100 | 94 | 98 | 90 | 3 | 0 | 124 | 101
COc1ccc(OC)c(-c2nc(C(=O)NCC3CCCO3)cc3c2[nH]c2ccccc23)c1 (stereo not drawn) | 93 | 90 | 105 | 106 | 0 | 0 | 105 | 97
O=[N+]([O-])c1ccc(O)c2cccnc12 | 99 | 111 | 99 | 116 | 15 | 0 | 100 | 105
Next entries follow:
SMILES | RPL19A-GFP yeast | CIT2 TOR yeast | MEP2 TOR yeast | Yeast superoxide | VLA-4 inh | GRK2 aptamer HTS | LAP4-GFP MLPCN | AGP1-GFP MLPCN
COc1cc(/C=C(/C#N)c2nc3ccccc3[nH]2)ccc1OCC(=O)Nc1ccccc1C | 96 | 94 | 113 | 90 | -18 | 0 | 96 | 94
Cc1cccc(N2C(=O)C3CCCN3C2=S)c1C (stereo not drawn) | 92 | 93 | 86 | 135 | 18 | 0 | 87 | 94
N#Cc1cccc(NC(=O)COC(=O)c2cccc(N3C(=O)c4ccccc4C3=O)c2)c1 | 108 | 111 | 104 | 109 | 12 | 2 | 103 | 108
O=C(Nc1cccc(-c2nc3ncccc3o2)c1)c1sc2ccccc2c1Cl | 98 | 97 | 104 | 100 | 5 | 0 | 104 | 98
COc1ccc(NCC(O)Cn2cnc3c2c(=O)n(C)c(=O)n3C)cc1 (stereo not drawn) | 96 | 87 | 98 | 99 | 16 | 3 | 120 | 107
O=c1ccc(-c2ccc(S(=O)(=O)N3CCCCC3)o2)n[nH]1 | 108 | 102 | 98 | 92 | 0 | 2 | 104 | 116
CC(=O)c1ccc(N2C(=NC(=O)CCc3ccccc3)SC3CS(=O)(=O)CC32)cc1 (stereo not drawn) | 77 | 104 | 83 | 95 | 15 | 1 | 65 | 67
CN(C)S(=O)(=O)c1ccc(C(=O)OCc2nnc(-c3ccccc3)o2)cc1 | 96 | 112 | 92 | 96 | 0 | 1 | 107 | 99

3 of the compounds above, as tab-separated lines:
SMILES	RPL19A-GFP yeast	CIT2 TOR yeast	MEP2 TOR yeast	Yeast superoxide	VLA-4 inh	GRK2 aptamer HTS	LAP4-GFP MLPCN	AGP1-GFP MLPCN
N#Cc1cccc(NC(=O)COC(=O)c2cccc(N3C(=O)c4ccccc4C3=O)c2)c1	108	111	104	109	12	2	103	108
O=C(Nc1cccc(-c2nc3ncccc3o2)c1)c1sc2ccccc2c1Cl	98	97	104	100	5	0	104	98
COc1ccc(NCC(O)Cn2cnc3c2c(=O)n(C)c(=O)n3C)cc1 (stereo not drawn)	96	87	98	99	16	3	120	107
